GoLoco inh red = RGS12 GoLoco-Gai1 interaction inhibition. P63096. Gai1:RGS12 GoLoco peptide FP, rhodamine, 10 min. Potency, µM (highest dose often 61.6 µM), for the others: top-dose activity, negative = inhibition, actives largely listed as inhibitors. hit rate 0.44% among 230,000; active = well fitted inhibition curve with a large enough effect, not every such curve was filed as active; inactive = no such curve, though single readings can be large or run the other way; note: nearly all actives have a fitted effect of over 30% in size; many of its hits are not listed in these tables
TRb-SRC2 inh = disrupts binding of human TR beta to SRC2; TRbeta-SRC2 peptide binding, fluorescence polarization; receptor liganded with 1 µM T3; Potency, µM (doses to about 106 µM), without a hit: at the top dose activity change, negative = inhibition, actives largely listed as inhibitors; hit rate 0.065% among 280,000; AID 1469;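 note: plate controls were bound peptide for no effect and peptide without receptor for full effect; nearly all actives have a fitted effect of over 50% in size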
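Read-out is fluorescence polarization (555 nm excitation, 632 nm emission) of a Texas Red SRC2 coactivator peptide; loss of signal reflects blocked binding to human TRb ligand-binding domain in the presence of 1 uM T3.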
TR SRC2 fluor cs = Texas Red fluorescence interference in TRb-SRC2 counter-screen; hit rate 0.29% among 280,000; Potency, µM (doses to about 106 µM), without a hit: top-dose fluorescence change, negative = quenching; TRb/SRC2 Texas Red total fluorescence interference; active = well fitted curve in either direction with a large enough effect; inconclusive = small, poorly fitted or top-dose-only effect
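Flags fluorescent or light-absorbing compounds by total fluorescence, S + 2P, at 555 nm excitation and 632 nm emission. Mixture: 20 nM Texas Red SRC2 peptide, 0.6 uM human TRb LBD, 1 uM T3, 5% DMSO; compound exposure 5 h at ambient temperature.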
Tau fibril FP = tau fibrillization inhibition (FP). P10636. K18 P301L tau heparin fibrillization, Alexa594 FP, 6 h. Potency, µM (titrated, usually from 57.7 µM), inactives show at the highest dose activity, negative = inhibition, actives largely listed as inhibitors. hit rate 0.39% among 280,000; note: nearly all actives have a fitted effect of over 55% in size
Target sequence (P10636 561-689 P618L limits assumed): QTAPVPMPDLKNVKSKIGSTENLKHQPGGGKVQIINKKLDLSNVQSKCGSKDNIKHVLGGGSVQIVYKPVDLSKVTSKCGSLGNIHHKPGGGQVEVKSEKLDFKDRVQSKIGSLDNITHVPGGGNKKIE
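Recombinant K18 P301L […], labeled with Alexa 594 at 0.24 uM over 15 uM unlabeled; heparin inducer 20 uM final; 37 C, 6 hr; FP endpoint.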
Tau ThT inhib = inhibitors of human tau fibril formation, thioflavin T binding; AID 1460; hit rate 2.1% among 270,000; recombinant tau K18 P301L (four-repeat tau fragment), heparin-induced fibrillization, ThT fluorescence; P10636; Potency, µM (top dose mostly 57.4 µM), for inactives: top-dose activity, negative = inhibition, hits mostly inhibitors; note: nearly all actives have a fitted effect of over 55% in size
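K18 P301L tau (15 uM + 0.24 uM Alexa 594-tagged), heparin 20 uM, NaOAc pH 7, 6 h 37 C; ThT 30 uM, 1 h RT, ex 450/em 510 nm.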
L3MBTL1 block = L3MBTL1 (human) inhibition | hit rate 0.66% among 230,000 | Potency, µM (top dose mostly 57.1 µM), for inactives: at the top dose activity, negative = inhibition, hits mostly inhibitors | AID 485360 | AlphaScreen L3MBTL1–H3K9me1 peptide binding; note: nearly all actives have a fitted effect of over 60% in size
Target sequence (Q9Y468 whole entry, looked up): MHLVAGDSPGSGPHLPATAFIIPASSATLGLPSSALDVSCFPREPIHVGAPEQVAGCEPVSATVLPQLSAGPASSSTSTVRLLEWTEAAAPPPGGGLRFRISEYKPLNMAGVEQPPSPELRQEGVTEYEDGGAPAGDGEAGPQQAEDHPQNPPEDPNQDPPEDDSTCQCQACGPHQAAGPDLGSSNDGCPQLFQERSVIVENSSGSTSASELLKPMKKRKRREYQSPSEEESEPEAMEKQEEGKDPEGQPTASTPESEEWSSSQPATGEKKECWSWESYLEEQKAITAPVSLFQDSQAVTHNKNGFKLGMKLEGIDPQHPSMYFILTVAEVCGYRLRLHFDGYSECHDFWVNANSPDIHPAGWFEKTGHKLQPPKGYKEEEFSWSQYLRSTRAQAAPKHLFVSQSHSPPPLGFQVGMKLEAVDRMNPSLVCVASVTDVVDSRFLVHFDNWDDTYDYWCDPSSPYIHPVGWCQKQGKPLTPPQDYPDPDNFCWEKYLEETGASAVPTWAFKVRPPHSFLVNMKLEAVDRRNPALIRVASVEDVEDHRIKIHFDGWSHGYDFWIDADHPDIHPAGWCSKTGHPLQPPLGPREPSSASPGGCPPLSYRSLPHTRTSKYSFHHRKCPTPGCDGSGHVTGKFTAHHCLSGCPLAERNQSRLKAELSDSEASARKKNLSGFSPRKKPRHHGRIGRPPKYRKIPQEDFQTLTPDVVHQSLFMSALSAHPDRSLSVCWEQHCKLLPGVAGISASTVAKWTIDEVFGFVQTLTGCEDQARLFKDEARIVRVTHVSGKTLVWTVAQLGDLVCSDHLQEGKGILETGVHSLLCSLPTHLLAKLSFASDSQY
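Displacement of a biotinylated histone H3(1-15) peptide monomethylated at Lys9 (75 nM) from L3MBTL1 (50 nM) was measured by AlphaScreen after a 30 min room-temperature compound incubation; cefsulodin titration served as intraplate control.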
RECQ1 helicase = RECQ1 (human) helicase inhibition; AID 2549; RECQ1 DNA unwinding, red fluorescence kinetic read; hit rate 0.54% among 240,000; Potency, µM (series often up to 57.3 µM), inactives show at the highest dose activity, negative = inhibition, most hits filed as inhibitors;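 note: plate controls were vehicle for no effect and no enzyme for full effect; nearly all actives have a fitted effect of over 30% in size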
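50 nM RECQ1T1 preincubated 15 min with compound in Tris pH 8.0 buffer with MgCl2, DTT, Tween-20 and 2.5 ug/ml poly(dI-dC); started with 200 nM TAMRA/BHQ-2 forked duplex and 2 mM ATP. Unwinding read as fluorescence (525/598 nm), two reads 2 h apart.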
KDM4E inh = JMJD2E (human) inhibition | hit rate 1.6% among 230,000 | B2RXH2 | JMJD2E catalytic domain, FDH-coupled NADH fluorescence (FDH is formaldehyde dehydrogenase) | Potency, µM (titrated, usually from 57.1 µM), without a hit: top-dose activity change, negative = inhibition, usual class: inhibitors | AID 2147; active = well fitted inhibition curve with a large enough effect, not every such curve was filed as active; inconclusive = small, poorly fitted or top-dose-only effect, or another doubt; inactive = no such curve, though single readings can be large or run the other way;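 note: 0% = wells with enzyme and -100% = buffer wells without enzyme; nearly all actives have a fitted effect of over 50% in size; many of its hits are not listed in these tables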
Numbers without * were called inactive; i = inactive; ? = inconclusive; / = not tested or not shown; & = joins results of further samples; [ ] = remark or other dose. Unless noted, calls come from the whole dose curve; as a rule, active = well fitted curve in the direction sought with a large enough effect; inconclusive = small, poorly fitted or top-dose-only effect, or another doubt; inactive = no such curve, though single readings can be large; an effect the other way counts as inactive or inconclusive. Unless noted, % is set by controls: 0 for no effect and ±100 for the full control effect; potency is the fitted concentration of half-maximal effect. Some of the compounds tested, so the mix of outcomes need not match the whole.

Every second line gives: GoLoco inh red	TRb-SRC2 inh	TR SRC2 fluor cs	Tau fibril FP	Tau ThT inhib	L3MBTL1 block	RECQ1 helicase	KDM4E inh
[1] CCOC(=O)C1=C(C)NC(=O)NC1c1ccc(F)cc1 (stereo unspecified)
 : -3%	2%	1%	-7%	-5%	5%	-7%	-7%
[2] NNC(=O)c1sccc1OCc1ccc(Cl)cc1Cl
 : 8%	-9%	-4%	-10%	-15%	-3%	i	5%
[3] CC(=O)c1ccc(NC(=O)c2ccc(S(=O)(=O)N3CCCC3)cc2)cc1
 : 6%	-14%	0%	-6%	0%	/	i	-1%
[4] COC(=O)c1nc(-c2ccccc2)oc1N1CCOCC1
 : -2%	2%	-1%	-6%	1%	/	i	?
[5] CC1CCCCC1NC(=O)Cn1cnc2ccccc2c1=O (stereo unspecified)
 : -1%	6%	1%	-6%	4%	4%	-5%	16%
[6] O=C(Nc1ccc(Cl)cc1)N1CCSc2ccccc21
 : -27%	-18%	-1%	-7%	-8%	33%[activator]	-9%	6%
[7] CC1(OC(=O)c2cccs2)C(=O)C=C2C=C3CCCN3C=C2C1=O (stereo unspecified)
 : -16%[14.2 µM]	0%[11.2 µM]	-3%[11.2 µM]	?	5µM*	/	25µM*	5.6µM*
[8] COc1ccccc1-c1nnc(C2CCN(C(=O)c3cccc(Cl)c3)CC2)o1
 : /	-3%	0%	-3%	-7%	/	/	/
[9] O=C(N/N=C/C(Br)=C/c1ccccc1)c1cccnc1
 : 13%	4%	-1%	-9%	?	-1%	-3%	-2%
[10] N=C1C(c2nc3ccccc3s2)=C(O)CN1c1ccccc1
 : 6%	5%	0%	-2%	-1%	8%	17%	5%
[11] COc1ccc(CCN(C(=O)COc2ccccc2)c2nc(-c3ccccc3)cs2)cc1OC
 : -1%	-11%	0%	-14%	-2%	-7%	-10%	-3%
[12] Cn1cc(CNCc2ccccc2OCC(O)CN2CCc3ccccc3C2)cn1 (stereo unspecified)
 : 13%	-1%	-2%	5%	-9%	1%	i	-11%
[13] CC1=C(C(=O)NCc2ccc(Cl)cc2)C2(CCC(C)CC2)OC1=O (stereo unspecified)
 : -5%	3%&-9%	0%&-9%	4%&1%	-2%	/	-16%	-5%
[14] Cc1ccc(S(=O)(=O)CCSc2nc(C)cc(C)c2C#N)cc1
 : 5%	7%	-1%	0%	-6%	12%[11.4 µM]	-1%	0%
[15] O=C(COc1ccc([N+](=O)[O-])cc1Cl)N1CCOCC1
 : 5%	7%	1%	2%	-3%	-1%	i	-1%
[16] COc1cc(OC)c(OC)cc1/C=N/Nc1nc2ccccc2[nH]1
 : 1%	-5%	-2%	1%	?	-8%	i	-2%
[17] COc1ccc([N+](=O)[O-])cc1NC(=O)Cc1ccccc1Cl
 : -6%	3%	-2%	-9%	2%	7%	-8%	-7%
[18] COC(=O)Nc1nn(-c2ccc(OC)cc2)c(=O)c(C#N)c1C
 : -5%	-1%	-4%	2%	-2%	-16%	10%	3%
[19] CCCCN(CCCC)S(=O)(=O)c1ccc(NC(=O)Cc2cccs2)cc1
 : 175%[activator]	0%	-4%	8%	6%	/	24%	-2%
[20] O=C(CN1CCN(c2nc(-c3ccc(F)cc3)cs2)CC1)NCc1ccc2c(c1)OCO2
 : 9%	0%	-2%	9%	?	?	-7%	-6%

Just RECQ1 helicase and TRb-SRC2 inh (2 entries from above):
cpd	SMILES	RECQ1 helicase	TRb-SRC2 inh
19	CCCCN(CCCC)S(=O)(=O)c1ccc(NC(=O)Cc2cccs2)cc1	24%	0%
20	O=C(CN1CCN(c2nc(-c3ccc(F)cc3)cs2)CC1)NCc1ccc2c(c1)OCO2	-7%	0%

Going on with the list:
Every second line gives: GoLoco inh red	TRb-SRC2 inh	TR SRC2 fluor cs	Tau fibril FP	Tau ThT inhib	L3MBTL1 block	RECQ1 helicase	KDM4E inh
[21] COC(=O)C(C)Sc1nc2c(c(=O)n(C)c(=O)n2C)n1Cc1cccc(C)c1 (stereo unspecified)
 : 2%	-12%	2%	?	-11%	-11%	i	-2%
[22] CC1CC(c2ccccc2)n2nc(N3C(=O)c4ccccc4C3=O)nc2N1 (stereo unspecified)
 : -9%	-2%	-3%	-1%	-2%	2%	-6%	-3%
[23] Cc1ccccc1-n1cc(C(=O)c2cc(Cl)ccc2O)cc(C#N)c1=O
 : 5%	1%[53 µM]	-1%[53 µM]	1%	-5%	4%	-8%	3%
[24] COc1cccc(/C=N/NC(=O)C(=O)Nc2ccccc2OC(F)(F)C(F)F)c1
 : -1%	2%	-15%	-10%	-3%	-10%	-1%	3%
[25] O=c1c2ccccc2nnn1CSc1nc2ccccc2c(=O)n1Cc1ccco1
 : 4%	-12%	1%	0%	-1%	1%	i	1%
[26] Cc1[nH]nc2c1C(c1ccc(-c3ccccc3C#N)o1)C(C#N)=C(N)O2 (stereo unspecified)
 : /	9%	-1%	-1%	16µM*	-9%	-3%	?
[27] NC(=O)COC(=O)c1ccc(Cl)c(S(=O)(=O)N2CCN(c3ccc(F)cc3)CC2)c1
 : 11%	-6%	-1%	0%	-4%	-10%	2%	-1%
[28] CCOCCn1c(CN2CCN(c3cccc(Cl)c3)CC2)nc2c1c(=O)n(C)c(=O)n2C
 : 5%	3%	-3%	2%	?	-2%	-8%	5%
[29] CCOC(=O)N1CCC(NC(=O)c2ccc3c(c2)sc2nc(-c4cccc(OC)c4)cn23)CC1
 : 13%	-5%	0%	5%	?	12%	i	-2%
[30] CCCC1C2C(=O)N(c3ccccc3OC)C(=O)C2ON1c1ccccc1 (stereo unspecified)
 : -11%	-1%	-5%	-1%	-5%	0%	12%	-4%
[31] O=C(Nc1ccc(S(=O)(=O)N2CCOCC2)cc1)c1cccnc1
 : -2%	6%	2%	-12%	-9%	9%	13%	-11%
[32] O=C(CSc1nc2ccccc2o1)N1CCCC1
 : 5%	-2%	-1%	2%	-4%	6%	-4%	-3%
[33] COc1ccc(-c2nc(N)nc(C(F)(F)F)c2-c2cscn2)c(O)c1
 : 6%	5%	0%	-3%	/	/	4%	3%
[34] CCOc1ccc(C(=O)Nc2cccc(-c3nc4cccnc4o3)c2)cc1Cl
 : 6%	2%	0%	-1%	-12%	-2%	i	4%
[35] COCCCN(CC(=O)Nc1ccc(N2CCOCC2)cc1)S(=O)(=O)c1ccc(C)cc1
 : 2%	2%	-3%	6%	-2%	-7%	-6%	17%
[36] CCc1ccc(/C=N/NC(=O)c2cc(-c3cccc([N+](=O)[O-])c3)n[nH]2)cc1
 : -6%	1%	0%	-21%	?	-15%	-8%	-3%
[37] COc1ccc(C2C(C(=O)N3CCN(c4ccccc4)CC3)c3ccccc3C(=O)N2C)cc1 (stereo unspecified)
 : 1%	-6%	-5%	13%	-4%	-1%	-3%	-3%
[38] O=C(CSc1ccccc1)NCc1cccnc1
 : 6%	5%	-8%	1%	-9%	1%	-9%	6%
[39] COc1ccc(CNC(=O)CSc2cc(=O)n(C)c3ccccc23)cc1
 : 4%	1%	1%	3%	-14%	/	i	-12%
[40] CC(C)(C)C1CCc2onc(C(=O)Nc3cccc(O)c3)c2C1 (stereo unspecified)
 : 0%	-3%	-1%	-10%	-10%	/	i	6%
[41] Cc1ncc(CO)c2c1Oc1nc(-c3ccccc3F)nc(SCC(=O)N3CCCCC3)c1C2
 : /	3%	-1%	4%	-4%	/	/	/
[42] COc1ccccc1Oc1coc2c(CN3CCN(C)CC3)c(O)ccc2c1=O
 : 16%	-8%	-1%	3%	-2%	1%	-1%	?
[43] N#Cc1c2n(c3c(-c4ccccc4)ncnc13)CCC2
 : -2%	-1%	-1%	4%	1%	1%	0%	?
[44] CN(C)c1ccc(C(=O)Nc2c(C(=O)NC(C)(C)C)oc3ccccc23)cc1
 : /	2%	-1%	2%	?	/	/	/
[45] COc1ccc2c(Cn3cnc4cc([N+](=O)[O-])ccc4c3=O)cc(=O)oc2c1
 : 37%[activator]	-8%	-4%	1%	?	-26%	-2%	-26%
[46] Cc1ccccc1CS(=O)(=O)Cc1ccc(C(=O)NCc2ccco2)o1
 : 4%	8%	4%	3%	-13%	-3%	i	-3%
[47] COC(=O)c1sccc1NC(=O)CCC1CCCCC1
 : 8%	10%	0%	-3%	-6%	34%[activator]	-3%	3%
[48] CCOc1ccc(NC(=O)CSc2nc3c([nH]c4ccccc43)c(=O)n2C)cc1
 : 7%	6%	0%	6%	5%	-1%	i	-20%
[49] CC(CN1CCOCC1)(NS(=O)(=O)c1ccccc1)c1ccccc1 (stereo unspecified)
 : -2%	-13%	3%	-4%	-2%	-2%	-13%	-5%
[50] CCc1nn(CC(=O)N2CCN(c3ccc(Cl)cc3)CC2)c(=O)c2cc3occc3n12
 : /	3%	1%	-19%	?	/	/	/
[51] CCCNC(=S)Nc1ccc(Cl)cc1C
 : -1%	-3%	-4%	0%	10%	-2%	-1%	-8%
[52] OC(C#CCN1CCOCC1)(c1ccccc1)C1CC1 (stereo unspecified)
 : 7%	2%	0%	-2%	-11%	3%	i	-6%
[53] CCOC(=O)N1CCC(N2CCCC(C(=O)c3ccc4cc(OC)ccc4c3)C2)CC1 (stereo unspecified)
 : 6%	-5%	-8%	-5%	-15%	-21%	-3%	?
[54] CC(C)n1nc(C(=O)OCn2nnc3ccccc3c2=O)c2ccccc2c1=O
 : 9%	-11%	-3%	10%	-8%	2%	-1%	9%
[55] O=C(Cn1nc(C(=O)O)c2ccccc2c1=O)c1cc(F)ccc1F
 : 13%	4%	0%	1%	-9%	-19%	0%	-2%
[56] O=C(O)CCCNS(=O)(=O)c1ccc(F)cc1
 : 2%	-14%	-1%	4%	-9%	3%	-2%	7%
[57] COc1ccc(-n2nc(C(=O)NCC(=O)NCC3COc4ccccc4O3)c3ccccc3c2=O)cc1 (stereo unspecified)
 : 3%	5%	1%	3%	10%	22%	i	?
[58] CC(=O)OCc1cnc(C)c2oc(=O)c(C(=O)Nc3cc(F)ccc3C)cc12
 : /	-11%	6%	1%	-13%	/	/	/

From PubChem
